Hsp70 inhibitors: small molecules displacing fluorescent ligand from Hsp70 – biochemical, fluorescence polarization, primary screen (AID 583) | Hsp70 fluorescence polarization probe displacement, mP; higher % means a stronger effect | displacement, % at 20 µM, or IC50 in µM where a hit was titrated | hit rate 0.06% among 140,000; in the data active = displacement above about 50%;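 note: plate controls were vehicle for no effect and reference ligand for full effect; a part of the inactive calls stands beside numbers as strong as those of hits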
Rat MKP-3 inhibitors: inhibition of rat DUSP6 enzyme activity – biochemical, in vitro, primary screen (AID 425). recombinant MKP-3 phosphatase activity, fluorescence; higher % means a stronger effect. one-dose inhibition, % at 20 µM; IC50 in µM for titrated hits. hit rate 0.17% among 110,000; in the data active = inhibition above about 50%;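 note: plate controls were vehicle for no effect and reference inhibitor for full effect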
Active calls of the source: *; / = not tested or not shown; & = joins results of further samples.

SMILES	Hsp70 inhibitors	Rat MKP-3 inhibitors
C=C(C)C(=O)Nc1cccc(C(C)=O)c1	0.1%	/
O=S(=O)(c1cc(Cl)ccc1Br)N1CCCCC1	-3.8%	-8%
CCOC(=O)c1c(NC(=O)c2ccc(OCC(C)C)cc2)sc2c1CC(C)(C)OC2	2.6%	-2%
CC(=O)N(c1ccccc1)C1SC(=O)N(c2ccccc2)C1=O (stereo not given)	1.3%	-5%
CCCNC(=O)NC(C)C12CC3CC(CC(C3)C1)C2 (stereo not given)	5.6%	/
CC(C)(C)c1ccc(OCC(=O)Nc2ccccc2[N+](=O)[O-])cc1	0.4%	-1%
FC(F)(F)c1nc2ncc(Cl)cc2[nH]1	0.6%	-1%
CC(=O)C(=Cc1cc(C(C)(C)C)c(O)c(C(C)(C)C)c1)C(C)=O	-1.0%	4%
Cc1ccc(NC(=O)C(=O)Cc2ccc([N+](=O)[O-])cc2)c(C)c1	1.7%	-4%
CC(C)Cn1c(CN(Cc2ccccc2)Cc2ccccc2)nc2c1c(=O)n(C)c(=O)n2C	-2.3%	7%
C=CCn1c(C)cc(C(=O)CN2C(=O)c3ccccc3C2=O)c1C	1.1%	-5%
Cc1sc(NC(=O)C2CC=CCC2C(=O)O)c(C#N)c1C (stereo not given)	3.0%	1%
Cc1ccc(-n2c(SCC(=O)OC(C)C)nnc2-c2cnccn2)cc1	-2.9%	-13%
CCN(CC)c1ccc(NC(=O)Cn2cc3c(n2)CCC(C)C3)c(C)c1 (stereo not given)	-0.3%	5%
CCOc1ccccc1-n1nnnc1SCc1nc2ccccc2s1	-2.0%	0%
CCCCc1c(C)nc2ccc(OC)cc2c1Cl	4.6%	0%
O=C(Sc1nnc(-c2ccccc2)o1)N1c2ccccc2Sc2ccccc21	-5.5%	-1%
CCOCCn1c(N2CCN(c3ccc(OC)cc3)CC2)nc2c1c(=O)n(C)c(=O)n2C	-23%	-8%
CCn1c(SCC(=O)NC2CCCc3ccccc32)nnc1-c1cccs1 (stereo not given)	-1.5%	/
COc1ccc(NC(=O)CN(c2ccc(C)cc2)S(C)(=O)=O)cc1	-3.8%	2%
Cc1ccc(C(=O)Nc2nc(-c3ccc(F)cc3)cs2)cc1	6.7%	2%
Cc1ccc(-n2c(O)c(/C=C3\C=Nc4ccccc43)c(=O)[nH]c2=S)cc1	-3.0%	8%
O=C(/C=C/c1ccc(Cl)cc1)N1CCN(CCN2C(=O)c3cccc4cccc(c34)C2=O)CC1	-4.0%	2%
O=C(Nc1ccc2nc(SCCOc3ccccc3)sc2c1)c1ccccc1Cl	-3.4%	-2%
COc1ccc(Br)cc1C(=O)Nc1ccc(NC(=O)c2ccco2)cc1	0.5%&0.1%	1%
Cc1onc(-c2ccccc2)c1C(=O)Nc1cccc(Cl)c1	-1.8%	1%
COc1cc(S(=O)(=O)N(Cc2cccs2)C2CC2)ccc1-n1cnnn1	-0.8%	/
COc1ccc(C2CC(=O)C=C(NCCC(C)C)C2)cc1 (stereo not given)	-5.0%	/
O=C(O)COc1ccccc1/C=C1/SC(=S)N(NC(=O)c2ccc(Cl)cc2)C1=O	8.3%	2%
Cc1cc(OCCCCCn2ccnc2)cc(C)c1Cl	2.1%	0%
COc1ccc(CCNC(=O)CCNS(=O)(=O)c2cccc3nsnc23)cc1OC	3.7%	-5%
Cc1ccccc1NC1=C(Cl)C(=O)OC1NC(=O)c1ccccc1 (stereo not given)	-0.2%	/
COc1cc2c(cc1NC(=O)CCN1C(=O)c3ccccc3C1=O)oc1ccccc12	-3.7%	3%
COC(=O)c1cn(NC(=O)c2cccc(F)c2)c(=O)c2ccccc12	-0.8%	/
O=C1/C(=C\c2ccccc2[N+](=O)[O-])SC(=S)N1c1ccc(F)cc1	-1.8%	3%
Cc1csc(N(C(=O)c2cccc(S(=O)(=O)N(C)C)c2)c2ccccc2)n1	7.2%	-6%
O=C1CC(c2ccc3c(c2)OCO3)CC2=C1C(c1ccccc1OCc1ccccc1)Nc1ccccc1N2 (stereo not given)	1.4%	4%
CCOC(=O)c1ccccc1NC(=O)CCC1CCCC1	-0.4%	0%
CCC(CC)C(=O)Nc1cccc(C(=O)N2CCCCCC2)c1	-0.3%	-9%
Cc1cc(NCc2ccc3c(c2)OCO3)ccc1Br	1.2%	0%
COc1ccc(C)cc1NC(=O)C(=O)NCc1ccc(C)cc1	1.1%	3%
COC(=O)c1ccccc1OCC(=O)NC1CCCCC1	6.2%	0%
Cc1ccc(C)c(Nc2nc3ccccc3c3ccccc23)c1	-0.8%	0%
COc1cccc(Oc2cncnc2-c2ccc(OC)cc2O)c1	3.9%	-3%
CCCCNC(=O)c1c(N)n(/N=C/c2ccccn2)c2nc3ccccc3nc12	13%	11%
N#CCOc1ccccc1/C=N/c1sc2c(c1C#N)CCCC2	-0.5%	-1%
CC(=O)N(C(C)=O)c1nc(-c2ccccc2)c(-c2ccccc2)n1/N=C/c1ccccc1	-1.6%	0%
O=C(NC1CCCC1)c1sc2cc(Cl)ccc2c1Cl	3.1%	0%
O=C(O)CCN1C(=O)/C(=C/c2cn(-c3ccccc3)nc2-c2ccccc2)SC1=S	-2.2%	6%
Clc1ccccc1C1CC(c2ccccc2)Nc2ncnn21 (stereo not given)	-0.4%	-8%
COc1ccc(NC(=O)c2ccc(NC(C)=O)cc2)c(OC)c1	1.0%	4%
N#Cc1c(NC(=O)C2CCCC2)sc2c1CCCCCC2	-0.4%	0%
Cc1ccccc1NC(=O)C(=O)NCCc1ccc(Cl)cc1	3.1%	-1%
Cc1ccc(OCC(=O)N2N=C(C(F)(F)F)CC2(O)C(C)(C)C)cc1C (stereo not given)	-1.1%	/
Cc1ccccc1NC(=S)NC(=O)c1ccc(Cl)cc1	-0.8%	3%
Cc1ccc2c(c1)CCCN2C(=O)Nc1ccc2c(c1)OCO2	4.6%	-6%
Cc1ccc2ncnc(Nc3cccc(C(F)(F)F)c3)c2c1	-1.2%	5%
Cc1ccc(N)cc1-n1c(C)ccc1C	-8.4%	-22%
CCOC(=O)C1=C(C)Nc2nnnn2C1c1ccccc1Cl (stereo not given)	1.1%	/
CCOC(=O)c1ccccc1NC(=O)c1ccc(N(Cc2ccc(Cl)cc2)S(C)(=O)=O)cc1	2.9%	2%

Part of the list above, reformatted:
Every second line gives: Hsp70 inhibitors	Rat MKP-3 inhibitors
COc1cccc(Oc2cncnc2-c2ccc(OC)cc2O)c1
    3.9%	-3%
CCCCNC(=O)c1c(N)n(/N=C/c2ccccn2)c2nc3ccccc3nc12
    13%	11%
N#CCOc1ccccc1/C=N/c1sc2c(c1C#N)CCCC2
    -0.5%	-1%
CC(=O)N(C(C)=O)c1nc(-c2ccccc2)c(-c2ccccc2)n1/N=C/c1ccccc1
    -1.6%	0%
O=C(NC1CCCC1)c1sc2cc(Cl)ccc2c1Cl
    3.1%	0%
O=C(O)CCN1C(=O)/C(=C/c2cn(-c3ccccc3)nc2-c2ccccc2)SC1=S
    -2.2%	6%
Clc1ccccc1C1CC(c2ccccc2)Nc2ncnn21 (stereo not given)
    -0.4%	-8%
COc1ccc(NC(=O)c2ccc(NC(C)=O)cc2)c(OC)c1
    1.0%	4%
N#Cc1c(NC(=O)C2CCCC2)sc2c1CCCCCC2
    -0.4%	0%
Cc1ccccc1NC(=O)C(=O)NCCc1ccc(Cl)cc1
    3.1%	-1%
Cc1ccc(OCC(=O)N2N=C(C(F)(F)F)CC2(O)C(C)(C)C)cc1C (stereo not given)
    -1.1%	/
Cc1ccccc1NC(=S)NC(=O)c1ccc(Cl)cc1
    -0.8%	3%
Cc1ccc2c(c1)CCCN2C(=O)Nc1ccc2c(c1)OCO2
    4.6%	-6%
Cc1ccc2ncnc(Nc3cccc(C(F)(F)F)c3)c2c1
    -1.2%	5%
Cc1ccc(N)cc1-n1c(C)ccc1C
    -8.4%	-22%
CCOC(=O)C1=C(C)Nc2nnnn2C1c1ccccc1Cl (stereo not given)
    1.1%	/
CCOC(=O)c1ccccc1NC(=O)c1ccc(N(Cc2ccc(Cl)cc2)S(C)(=O)=O)cc1
    2.9%	2%

Other compounds follow:
SMILES	Hsp70 inhibitors	Rat MKP-3 inhibitors
N=C1S/C(=C\c2ccc(-c3ccc(F)cc3)o2)C(=O)N1c1ccc2c(c1)OCO2	-1.7%	37%
CCN(CC)CCCCOc1cccc(OC)c1	0.6%	1%
COc1cc(C(=S)N2CCCC2)cc(OC)c1O	7.5%	/
CCc1ccc(N2C(=O)NC(=O)/C(=C\c3cc(C)n(-c4cccnc4)c3C)C2=O)cc1	3.8%	3%
CC12CC3CC(O)(C1)CC(C(=O)O)(C3)C2 (stereo not given)	1.9%	2%
O=C(Nc1nc(-c2ccncc2)cs1)c1ccc(S(=O)(=O)N2CCOCC2)cc1	1.5%	-7%
COCCn1c(=NC(=O)CSC(C)=O)sc2cc(OC)ccc21	4.7%	-11%
O=C(NC1CCCCCCC1)c1ccco1	2.7%	-16%
CC1CC(C)CN(CCCn2c(=S)[nH]c3ccccc3c2=O)C1 (stereo not given)	/	-1%
CC(=O)c1cccc(NC(=O)N2CCCC2C(=O)NCc2ccccc2)c1 (stereo not given)	-1.1%	-4%
Cc1nn(CC(O)COc2ccc3c(c2)CCC3)c(C)c1C (stereo not given)	0.9%	8%
CCn1cc(C(=O)Nc2ccc(OC)c(OC)c2)c2cc(OC)c(OC)cc2c1=O	1.1%	/
O=C1C=Cc2ccccc2/C1=N/Oc1ccc2noc3c2c1C(=O)c1ccccc1-3	26%	65%*
COC(=O)c1ccc(C(=O)OC)c(NC(=O)c2cc3ccccc3o2)c1	-5.7%	-11%
O=C(Cn1cc(/C=C2\NC(=S)NC2=O)c2ccccc21)Nc1ccccc1	-9.0%	13%
COC(=O)C1=C(N)Oc2cc(C)n(Cc3cccnc3)c(=O)c2C1c1ccc(OC)c(OC)c1OC (stereo not given)	-2.3%	5%
S=C(Nc1ccccc1)Nc1ccc(Br)cn1	2.2%	-11%
Cc1ccc(C)c(N2CC(C(=O)Nc3ccc([N+](=O)[O-])cc3)CC2=O)c1 (stereo not given)	/	4%
NC(=O)C1CCCN(S(=O)(=O)c2ccccc2)C1 (stereo not given)	-2.5%	-9%
CCCSc1nnc(NC(=O)Nc2ccccc2)s1	0.4%	-4%
c1csc(-c2csc(-c3cccs3)n2)c1	-3.8%	-7%
CC(C)OC(=O)Cn1nnc(-c2ccccc2)n1	5.2%	/
CCC(C)NC(=O)Cn1cnc2sc(C)cc2c1=O (stereo not given)	6.8%	/
CSc1nc(-c2ccco2)nn1S(=O)(=O)c1ccccc1	1.3%	3%
CNC(=O)Nc1cc(C(C)(C)C)no1	-2.2%	-16%
CCc1nc(N[C@@H](CC(C)C)C(=O)O)c2oc3ccccc3c2n1	8.0%	/
CC(C)(C)OC(=O)NC(CCNC=C1C(=O)OC(C)(C)OC1=O)C(=O)O (stereo not given)	3.1%	-6%
Cc1nn(Cc2ccc(Cl)c(Cl)c2)c(C)c1NC(=O)c1cc(-c2ccco2)on1	-6.2%	8%
CC(=O)c1cccc(NC(=O)c2ccc(C(=O)Nc3cccc(C(C)=O)c3)cc2)c1	0.2%	-1%
O=C(c1ccc(C#Cc2ccccc2)cc1)N1CCN(C(=O)c2ccc(C#Cc3ccccc3)cc2)CC1	0.8%	1%

Taken from above.
Reading for `CCCSc1nnc(NC(=O)Nc2ccccc2)s1` under Rat MKP-3 inhibitors: -4%
Reading for `Cc1nn(Cc2ccc(Cl)c(Cl)c2)c(C)c1NC(=O)c1cc(-c2ccco2)on1` under Hsp70 inhibitors: -6.2%

Next entries follow:
SMILES	Hsp70 inhibitors	Rat MKP-3 inhibitors
CCCCOc1ccc(S(=O)(=O)n2ccnc2C(C)C)cc1	-0.7%	2%
CCOC(=O)Nc1ccc(S(=O)(=O)NCc2ccccc2)cc1	-3.8%	-4%
NC1=NC(=O)/C(=C/c2cccc(OS(=O)(=O)c3cccc([N+](=O)[O-])c3)c2)S1	4.2%	3%
Cc1c(NS(=O)(=O)c2cccc3nsnc23)c(=O)n(-c2ccccc2)n1C	2.9%	-11%
CCOc1ccc(C2C(C(=O)Nc3ccc(F)cc3)=C(C)Nc3nc(CCCO)nn32)cc1 (stereo not given)	-0.4%	-10%
CN1C(=O)/C(=C/c2c(Cl)cccc2Cl)SC1=S	4.8%	-2%
COc1cccc(-n2c(CNc3ccc(F)cc3)nnc2SCC(N)=O)c1	0.1%	-3%
O=C(O)c1ccccc1S(=O)CCO (stereo not given)	2.0%&-0.3%	1%
COc1cc(OC)c(C2C(C#N)=C(N)Oc3cc(C)n(CCCN4CCOCC4)c(=O)c32)cc1OC (stereo not given)	1.2%	5%
O=C(CN1C(=O)CSC1=O)Nc1ccccc1N1CCOCC1	2.5%	-11%
Cc1cc(=O)oc2cc(OCc3nnc(-c4ccccc4Br)o3)ccc12	-2.0%	2%
O=C(NCC1CCCO1)c1sc(=S)n2c1[nH]c(=O)c1ccc(C(=O)N3CCCCC3)cc12 (stereo not given)	16%	11%
COc1ccc(NC(=O)C2c3ccccc3Oc3ccccc32)cc1	1.2%	-1%
Cc1cc2nc(NC3=NCN(Cc4ccc5c(c4)OCO5)CN3)nc(C)c2cc1C	12%	11%
O=c1ccc2c(o1)/C(=C/C=C(Cl)Cl)CCC2	-1.8%	-8%
CCCCC1CC(C)(C(=O)CSc2nc3ccccc3s2)OC1=O (stereo not given)	3.9%	/
c1ccc(CNC2=NCCCC2)cc1	-2.9%	3%
C=CCc1cccc2cc(C(=O)N3CCN(C(=O)OCC)CC3)c(=O)oc12	-11%	-8%
NNC(=O)c1ccccc1-n1cccc1	2.4%	-2%
COc1ccc2c(c1)CCC/C2=N\NC(=O)CN(c1ccccc1)S(=O)(=O)c1ccccc1	6.8%	0%
COC(=O)c1cc(Cl)c(NC(=O)C(c2ccccc2)c2ccccc2)cc1OC	1.8%	3%
COC1(c2cc(-c3ccccc3)nc(N)n2)CCCCC1	0.8%	-3%
CCc1ccc(CN2CCN(C(=O)c3cccc(OC)c3)CC2)cc1	1.2%	3%
CCCNC(=O)CN(C1CCCCC1)S(C)(=O)=O	-1.5%	-14%
Cc1ccc(NC(=O)C2C3C=CC4(CN(Cc5cccnc5)C(=O)C24)O3)cc1F (stereo not given)	-0.2%	-10%

These rows are one share of the data, so the mix of outcomes need not match the whole.
